MMP13 inh – human MMP13 inhibitors, primary screen, biochemical, FRET peptide cleavage; hit rate 0.07% among 65,000; Collagenase 3 (Homo sapiens), P45452; inhibition, % at 4 µM; MMP-13 fTHP FRET cleavage, Mca fluorescence;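 active = inhibition above the mean of compound-free control plate wells plus 3 SD, cut at about 14% in these data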;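 also: 0% = DMSO wells and 100% = wells with reference MMP-13 inhibitor after basal subtraction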
TNAP act mid DEA – human TNAP enzyme activators, primary screen, biochemical, luminescent, intermediate phosphate acceptor level | Alkaline phosphatase, tissue-nonspecific isozyme (Homo sapiens), P05186 | purified TNAP, CDP-star luminescence, 100 mM DEA, 30 min; active compounds read high; scale: 0 levamisole-inhibited, 1 vehicle-only enzyme | activation factor at 20 µM | 64,000 tested, under 10 active;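 active = activation factor of at least 2 at 20 µM, relative to controls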
Target sequence (P05186 whole entry, looked up): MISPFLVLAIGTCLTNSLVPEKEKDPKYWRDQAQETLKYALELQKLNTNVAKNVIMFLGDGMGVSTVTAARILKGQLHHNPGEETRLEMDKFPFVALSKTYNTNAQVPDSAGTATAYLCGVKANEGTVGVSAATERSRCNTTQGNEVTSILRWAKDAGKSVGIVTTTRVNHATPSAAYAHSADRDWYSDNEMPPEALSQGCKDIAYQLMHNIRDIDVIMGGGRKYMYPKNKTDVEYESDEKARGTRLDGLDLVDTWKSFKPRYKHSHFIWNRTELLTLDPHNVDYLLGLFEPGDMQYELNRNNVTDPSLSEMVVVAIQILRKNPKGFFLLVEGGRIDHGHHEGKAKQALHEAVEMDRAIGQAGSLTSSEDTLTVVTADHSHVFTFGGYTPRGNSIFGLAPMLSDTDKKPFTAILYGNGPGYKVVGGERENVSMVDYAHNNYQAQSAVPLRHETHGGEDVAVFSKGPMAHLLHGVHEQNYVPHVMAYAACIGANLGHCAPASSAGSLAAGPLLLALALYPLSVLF
PKA inh – inhibitors of human PKA kinase activity, primary screen, biochemical, ATP-depletion luminescence, Kemptide substrate. cAMP-dependent protein kinase catalytic subunit alpha (Homo sapiens), P17612. PKA Kemptide phosphorylation, Kinase-Glo ATP luminescence. inhibition, % at 6 µM. hit rate 0.1% among 65,000. AID 524, 2006;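 active = inhibition above the screen-wide mean inhibition plus 3 SD, cut at about 21% in these data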; also: many of its hits are not listed in these tables
HEK293 NFkB inh – inhibitors of PMA/ionomycin-induced NF-kB reporter, primary screen, antigen receptor NF-kB inhibitor project, cell-based, HEK-293 luciferase reporter, luminescence. HEK-293 NF-kB luciferase reporter. inhibition, % at 3 µM. hit rate 0.21% among 62,000. AID 465, 2006;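 active = inhibition above the mean of all tested compounds plus 3 SD, cut at about 40% in these data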;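 also: 0% = stimulated DMSO wells and 100% = 10 µM reference inhibitor 5653914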
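System – HEK-293 cells with stable firefly luciferase reporter driven by four HIV NF-kB elements · Doses – one dose, 3 µM · Schedule – 1 h compound pre-incubation, 16 h PMA/ionomycin at 37 °C · Technique – luminescence from luciferase substrate reagent · Measure – percent inhibition normalized per plate to DMSO and reference-inhibitor controls · Replicates – tested once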
JNK3 blocker – JNK3 kinase activity inhibitors, primary screen, biochemical, human, purified enzyme | hit rate 0.61% among 60,000 | AID 746, 2007 | inhibition, % at 8 µM | Mitogen-activated protein kinase 10 (Homo sapiens), P53779 | HTS; in the data active = inhibition above about 17%;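 also: 0% = DMSO and 100% = reference inhibitor; many of its hits are not listed in these tables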
Target sequence (P53779 whole entry, looked up): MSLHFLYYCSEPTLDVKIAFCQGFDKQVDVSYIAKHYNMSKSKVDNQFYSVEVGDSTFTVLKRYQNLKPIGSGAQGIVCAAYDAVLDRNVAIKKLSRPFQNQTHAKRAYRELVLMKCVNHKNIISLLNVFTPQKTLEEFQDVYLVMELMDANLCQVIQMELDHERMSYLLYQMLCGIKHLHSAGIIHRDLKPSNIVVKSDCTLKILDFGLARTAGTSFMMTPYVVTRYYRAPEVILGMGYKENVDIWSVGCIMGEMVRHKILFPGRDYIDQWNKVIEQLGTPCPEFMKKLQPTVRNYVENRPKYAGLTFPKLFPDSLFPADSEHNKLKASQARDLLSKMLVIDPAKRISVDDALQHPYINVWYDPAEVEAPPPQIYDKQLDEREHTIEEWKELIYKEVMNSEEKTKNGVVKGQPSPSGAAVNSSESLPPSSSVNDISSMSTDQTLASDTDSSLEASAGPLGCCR
Jurkat tox 60K – cytotoxicity toward Jurkat T cells, primary screen, cytotoxicity control, cell-based, Jurkat E6.1, 60K MLSMR library; Jurkat E6.1 viability, ATP luminescence, 48 h; inhibition, % at 4 µM; hit rate 1.2% among 56,000;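 active = inhibition above the mean inhibition of all tested compounds plus 3 SD, cut at about 28% in these data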
Cdc25B inh – inhibitors of Cdc25B phosphatase catalytic domain, primary screen, biochemical, OMFP fluorescence; M-phase inducer phosphatase 2 (Homo sapiens), P30305; recombinant Cdc25B, OMFP fluorescence Ex485/Em525; inhibition, %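 (compounds tested at 10 µM final in the well)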; hit rate 0.1% among 65,000; in the data active = inhibition above about 50%
ROCK2 blocker – inhibitors of human ROCK2 kinase, primary screen, biochemical, high-throughput, luminescence. Rho-associated protein kinase 2 (Homo sapiens), O75116. purified ROCK2, Kinase-Glo ATP depletion luminescence. inhibition, % at 6 µM. hit rate 0.35% among 60,000. AID 604, 2007;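 active = inhibition above the screen-wide mean inhibition plus 3 SD, cut at about 18% in these data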;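 also: plate controls were DMSO wells for no effect and Y-27632 control wells after no-enzyme background subtraction for full effect; many of its hits are not listed in these tables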
DUSP1 inh – MKP-1 phosphatase inhibitors, primary screen, biochemical, in vitro; recombinant MKP-1, OMFP hydrolysis fluorescence; inhibition, %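 (compounds tested at a single concentration somewhere between 10 and 100 µM)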; hit rate 0.15% among 65,000; AID 374, 2006;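 active = inhibition above about 50%, limit read from the data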;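 also: 0% = DMSO max control wells and 100% = wells with enzyme stopped by NaOH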
Numbers without * were called inactive; i = inactive; . = not tested or not shown; [ ] = another dose, or the depositor's remark. The order is random; 1.9% or so of the library scored in one or more.

Each structure is followed by: MMP13 inh, TNAP act mid DEA, PKA inh, HEK293 NFkB inh, JNK3 blocker, Jurkat tox 60K, Cdc25B inh, ROCK2 blocker, DUSP1 inh
> COc1cc(OC)c(NC(=O)c2ccco2)cc1Cl
 : 0, 0.8, 6, 8, -6, 0, -4, 2, -7
> Nc1cc(C(=O)O)ccc1Nc1ccc(F)c(F)c1
 : -4, 0.9, 14, 4, 2, 4, -10, 3, 2
> CCCCCOc1ccc(C(=O)N(Cc2ccco2)C2CCS(=O)(=O)C2)cc1 (configuration not stated)
 : 2, 1.1, 6, 12, 1, 2, 0, 3, -1
> O=C(Nc1ccc(NC(=O)C2CC2)cn1)c1ccccc1Cl
 : -3, 0.9, 2, -9, 1, 7, 5, 0, 6
> COc1cccc(NC(=O)Cn2nnc(-c3ccccc3N)n2)c1
 : 5, 0.9, 0, 16, 2, 8, 6, -2, 12
> CCCS(=O)(=O)c1nc(S(=O)(=O)c2ccc(C)cc2)c(NCCCN2CCOCC2)s1
 : -1, 0.9, 5, 12, 1, 1, -20, 2, 12
> CCOc1ccccc1-n1c(SCC(=O)NC(C)CC)nnc1-c1ccoc1C (configuration not stated)
 : -2, 0.8, -3, 11, -5, 7, -5, 0, -1
> N#CC1C(=O)NC(N2CCN(c3ccccc3)CC2)=NC12CCCCC2 (configuration not stated)
 : -9, 0.9, 10, 7, 2, -11, 5, 5, 26
> COc1ccc(-c2nnc(SCC(=O)Nc3cccc(Cl)c3)o2)cc1
 : -1, 1, 9, -3, 2, -6, -1, 4, 2
> Cc1nc2nc(-c3ccccc3)nn2c(C)c1Cl
 : 2, 1, 0, -10, -5, 0, -1, -1, 10
> Cc1cc(S(=O)(=O)NCC(C)C)ccc1OCC(=O)N1CCOCC1
 : 2, 0.9, 4, 13, 1, 5, -13, 1, -4
> Cc1csc(SCCn2c(N3CCCC3)nc3c2c(=O)[nH]c(=O)n3C)n1
 : 2, 0.9, 12, 18, -1, -4, 1, 8, -7
> O=C(NCc1ccccc1)c1ccc(OC2CSC2)cc1
 : 2, 0.9, 8, -4, 5, 0, -12, 4, 5
> COc1ccc(-c2nc(CS(=O)CC(=O)N3CCCC3)c(C)o2)cc1 (configuration not stated)
 : -20, 0.8, 4, 10, 8, -8, 1, 4, 1
> CCc1cc2c(=O)c(-c3ccc4c(c3)OCCO4)coc2cc1OC(=O)c1ccco1
 : -2, 0.9, 8, 16, 7, -12, 3, 7, 11
> CCOC(=O)CSC1=Nc2ccccc2C2=NC(CC(=O)NCc3ccccc3)C(=O)N12 (configuration not stated)
 : -39, 0.9, 9, 4, 8, -7, -7, 4, 12
> Cc1cc(C)n(CC(=O)n2c3ccccc3c3ccccc32)n1
 : -2, 1, 8, -2, -6, -6, -10, 8, 0
> COC(=O)c1cc(=O)n(C2CC2)c(=NC2CC2)s1
 : -2, 0.9, -3, 16, ., ., -21, ., 5
> CCCCNC(=O)c1ccc(CS(=O)(=O)c2ccc(OC)cc2)o1
 : 5, 1, 8, 11, 4, -4, -3, 5, 10
> CCOc1ccc(-c2nnc3sc(-c4ccccc4OC)nn23)cc1
 : -1, 0.9, 8, ., -3, ., 11, 8, -1
> CCCCSc1nnc([C@@H]2CCCN2C(=O)OC(C)(C)C)o1
 : -4, 0.9, -6, 16, 3, -1, 0, 0, -4
> O=C(CCc1nc2ccccc2[nH]1)Nc1ccccc1
 : 2, 1, 10, 5, -11, -2, -9, 2, 7
> O=C1c2ccccc2NC2CCCCC12 (configuration not stated)
 : 2, 0.9, 11, 18, -1, 0, -2, -2, -28
> O=C(Cn1c(-c2ccccc2)noc1=O)Nc1ccc(N2CCCCCC2)cc1
 : 2, 0.5, -4, 10, -8, 2, -15, -1, -7
> Cc1cc(NC(=O)c2cccc(S(=O)(=O)N3CCOCC3)c2)c2ccccc2n1
 : 6, 1, 3, 20, ., ., -10, ., 1
> COc1ccc2cc(CCNC(=O)c3ccc(Br)o3)c(=O)[nH]c2c1
 : -8, 1.1, 7, 7, 5, -8, -12, 6, 13
> COC(=O)c1ccc(OC(=O)c2ccco2)cc1
 : 7, 0.9, 4, 4, -1, -5, -3, 4, -17
> CCn1nnc(NC(=O)c2cc3ccccc3o2)n1
 : 5, 0.8, -4, -22, -1, -3, -2, -1, -16
> COc1cc(C2NC(=O)NC(C)=C2C(=O)OC(C)(C)C)ccc1OCC(=O)O (configuration not stated)
 : -2, 1, 4, 16, -8, -2, -5, 6, -3
> COc1ccccc1OCCn1c(C(C)O)nc2ccccc21 (configuration not stated)
 : 1, 1, 4, 27, 4, 6, -9, 6, 20
> CC1CCCN(c2ncnc3c2cnn3-c2ccccc2)C1 (configuration not stated)
 : -1, 1, 5, -5, 0, 0, -4, 4, 18
> CC(=O)N1CCc2cc(S(=O)(=O)N3CCOCC3)ccc21
 : -1, 0.9, -7, 19, ., ., -14, ., -9
> CC(C)Oc1ccc(C(=O)N(CN2CCCC2=O)c2ccc(F)cc2)cc1
 : -4, 1, 9, -2, 2, 8, -7, 1, 10
> O=C(/C=N/O)Nc1ccccc1C(=O)O
 : 2, 0.9, 7, 7, 2, 2, -6, 4, 8
> COc1ccc(CCn2c(C)cc(C(=O)CSc3nnnn3C)c2C)cc1
 : 0, 0.9, -1, 3, -2, -5, 5, -3, -14
> Cc1ccc(-n2c(Cc3cccn3C)nnc2SCC(N)=O)cc1
 : 5, 1, -1, 25, -10, -1, -6, 0, -1
> COc1ccc(CC(=O)Nc2ccc(N3CCN(c4ccc(OC)cc4)CC3)c(C#N)c2)cc1
 : 0, 1, 8, -4, 8, -3, -1, 8, 0
> Cc1nnc(SCc2cc(=O)n3[nH]cnc3n2)s1
 : 4, ., -2, 5, -4, 0, -8, -2, -5
> CCS(=O)(=O)Nc1ccc(C(=O)CC2(O)C(=O)Nc3ccc(Br)cc32)cc1 (configuration not stated)
 : -2, 0.9, -6, 18, -3, 6, 27, -4, 1
> CCOC(=O)c1cccnc1SCC(=O)N(C)c1ccccc1
 : 3, 1, 12, -8, 0, 1, -8, 3, 2
> COC(=O)c1[nH]c2cc(C)ccc2c1NC(=O)CN1CCc2cc(OC)c(OC)cc2C1
 : -19, 0.9, 7, 13, -2, 8, -1, 7, 6
> CCCCC1CCC(C(=O)Nc2c(C)n(C)n(-c3ccccc3)c2=O)CC1 (configuration not stated)
 : -2, 0.9, 1, 9, -2, -4, 2, 3, 1
> O=C(c1cnsn1)N1CCN(c2ccccc2)CC1
 : 7, 0.9, 7, 15, -4, 3, 4, 3, 8
> Cc1ccc(C2C(C#N)=C(N)SC(N)=C2C#N)cc1
 : 1, 0.9, 8, 13, 3, 8, 2, 2, 15
> Cc1cc(C)cc(NS(=O)(=O)c2ccc3[nH]cc(C(=O)NCc4ccco4)c(=O)c3c2)c1
 : -2, 0.9, 2, 18, -3, 48*, 37, -1, 38
> C=CCSc1nnc2nc3c(nn12)c1cc(C)ccc1n3CC=C
 : 6, 0.9, -1, -1, -5, 9, -2, 1, 9
> COc1cccc(NC(=O)Cn2c(-c3cncs3)nc3ccccc32)c1
 : -6, 1, 11, 18, 10, -3, -6, 7, 1
> COc1ccc(-c2cn3c(C)c(C(=O)N4CCN(c5ccccc5F)CC4)sc3n2)cc1
 : -7, 0.9, -5, 17, -1, 8, 2, -1, 10
> CCN(CC)C(=O)CSc1ncnc2c1nnn2-c1ccc(F)cc1
 : -2, 1.1, 16, 8, 0, 5, -11, 4, 3
> Cc1ccc(Nc2nc(CSc3nnnn3C)cs2)cc1
 : -8, 0.8, 3, -21, -8, -2, -17, 2, 4
> O=C(NCc1cccs1)c1cc2c(s1)-c1ccccc1OC2
 : i[fluorescence artefact?], 0.9, 0, -17, -3, 2, -10, 13, -3
> CN(CC(=O)Nc1nccs1)S(=O)(=O)c1ccc(F)cc1
 : -4, 1, -4, 9, -1, 3, -14, 0, 17
> Cc1ccc(OCc2nc(C#N)c(N3CCCC3)o2)cc1
 : -2, 0.9, 5, 8, ., ., 3, ., 13
> CSc1nccc(Nc2ccccc2)c1C#N
 : -1, 0.9, -2, 2, -4, 4, -2, 5, -15
> CC1CCc2nc(N)c(C#N)c(-c3ccncc3)c2C1 (configuration not stated)
 : -13, 0.8, 2, 16, 17*, 2, -4, 5, -8
> Cc1cnc(C(=O)OCC(=O)N2CCN(C(=O)c3ccco3)CC2)cn1
 : 1, 1, 3, 3, 2, 4, -5, 6, 4
> Cn1c(=O)c2cn3ncccc3c2n(C)c1=O
 : -8, 0.9, 7, 8, 7, -4, -2, 4, 12
> Cc1sc2nc(CSc3nc4ccccc4c(=O)n3CCCN3CCOCC3)[nH]c(=O)c2c1C
 : 4, 0.9, 10, 12, 12, 2, -5, 6, 43
> O=C(Cn1nnc(-c2ccccc2)n1)OCc1ccccc1
 : -1, 0.9, 6, 17, -1, 0, 72*, 5, -1
> Cc1cc(N2CCc3ccccc32)n2ncnc2n1
 : 5, ., -5, 8, 3, -7, 6, 0, -4
> Cc1ccc(C(=O)CSc2nc(N)cc(=O)[nH]2)cc1
 : 4, 0.9, 10, 15, 0, -2, -6, 3, 0
> COc1ccc(NC(=O)c2cc3ccccc3o2)cc1
 : 2, 0.9, 5, -60, 10, -8, -7, 3, -1

Single values from the list:
Cdc25B inh with C=CCSc1nnc2nc3c(nn12)c1cc(C)ccc1n3CC=C : -2
TNAP act mid DEA with CCS(=O)(=O)Nc1ccc(C(=O)CC2(O)C(=O)Nc3ccc(Br)cc32)cc1 (configuration not stated) : 0.9

3 entries from above, arranged by the number in ROCK2 blocker, high to low:
Compound	MMP13 inh	TNAP act mid DEA	PKA inh	JNK3 blocker	Cdc25B inh	ROCK2 blocker	DUSP1 inh
COc1cccc(NC(=O)Cn2c(-c3cncs3)nc3ccccc32)c1	-6	1	11	10	-6	7	1
COc1ccccc1OCCn1c(C(C)O)nc2ccccc21 (configuration not stated)	1	1	4	4	-9	6	20
Nc1cc(C(=O)O)ccc1Nc1ccc(F)c(F)c1	-4	0.9	14	2	-10	3	2

Source: PubChem (several laboratories)
